OX1R antag-1: OX1R (HCRTR1) antagonists, primary screen, fluorescence, CHO/OX1R cells, Fluo-8 calcium, orexin A. inhibition, % at 5 µM. AID 434989, 2010. Fluo-8 calcium fluorescence. 330,000 compounds, 0.43% hits. Orexin/Hypocretin receptor type 1 (Homo sapiens), O43613;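 active = inhibition above its plate's threshold, mean inhibition of all tested compounds on the plate plus 3 SD, cut at about 37% in these data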;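 note: 0% = orexin A challenge wells and 100% = SB-334867-A antagonist wells; not every result past the cut was called active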
Target sequence (O43613 whole entry, looked up): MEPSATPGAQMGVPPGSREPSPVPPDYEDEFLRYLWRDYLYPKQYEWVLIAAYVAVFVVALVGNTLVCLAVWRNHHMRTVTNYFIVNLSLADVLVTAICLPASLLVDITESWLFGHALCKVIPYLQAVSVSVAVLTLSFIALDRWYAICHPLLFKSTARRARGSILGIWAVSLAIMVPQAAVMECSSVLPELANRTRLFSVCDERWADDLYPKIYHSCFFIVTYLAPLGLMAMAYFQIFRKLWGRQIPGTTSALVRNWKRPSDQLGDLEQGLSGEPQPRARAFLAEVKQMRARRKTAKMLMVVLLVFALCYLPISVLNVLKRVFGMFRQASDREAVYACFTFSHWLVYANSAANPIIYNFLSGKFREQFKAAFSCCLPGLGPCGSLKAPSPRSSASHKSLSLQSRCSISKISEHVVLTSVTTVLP
STK33 inh: inhibitors of purified STK33 kinase, primary screen, biochemical, ADP-Glo luminescence, homogeneous, cell-free; inhibition, % at 10 µM; Serine/threonine-protein kinase 33 (Homo sapiens), Q9BYT3; 320,000 compounds, 0.073% hits; MBP phosphorylation;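 active = inhibition at or above 25%, using the most active replicate where run in duplicate; inactive = inhibition below 25%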
Target sequence (Q9BYT3 whole entry, looked up): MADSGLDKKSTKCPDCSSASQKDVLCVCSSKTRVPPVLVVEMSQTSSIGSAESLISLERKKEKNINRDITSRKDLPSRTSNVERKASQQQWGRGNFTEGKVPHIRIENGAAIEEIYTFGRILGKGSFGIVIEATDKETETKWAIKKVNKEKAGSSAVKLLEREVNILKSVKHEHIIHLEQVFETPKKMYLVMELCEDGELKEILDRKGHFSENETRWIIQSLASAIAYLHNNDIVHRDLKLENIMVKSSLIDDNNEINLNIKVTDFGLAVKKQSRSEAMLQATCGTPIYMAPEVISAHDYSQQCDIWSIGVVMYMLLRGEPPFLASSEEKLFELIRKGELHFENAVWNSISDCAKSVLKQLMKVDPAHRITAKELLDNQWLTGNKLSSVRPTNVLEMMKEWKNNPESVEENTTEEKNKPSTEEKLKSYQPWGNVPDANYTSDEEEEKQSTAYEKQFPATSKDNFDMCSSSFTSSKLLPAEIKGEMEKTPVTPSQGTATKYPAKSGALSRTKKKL
OX1R antag-2: antagonists of human orexin 1 receptor (OX1R); OX1R-expressing cells, FRET antagonist read-out; inhibition, % at 6.6 µM; 330,000 compounds, 1.8% hits; AID 485270, 2010; in the data active = inhibition mostly above about 38%, no sharp cut-off; inactive = mostly below about 40%;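 note: 0% = agonist challenge alone and 100% = reference antagonist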
* = called active by the depositor; . = no result given; & = joins results of further samples.

SMILES	OX1R antag-1	STK33 inh	OX1R antag-2
CC1CCN(C(=O)COC(=O)/C=C/c2ccc(Br)o2)CC1	-14	0.0	9
CCOC(=O)c1c(NC(=O)C(F)(OC)C(F)(F)F)sc2c1CCN(C)C2 (stereo not given)	-27	-0.4	22
C=CCn1c(SCC(=O)NCC(=O)OCC)nnc1-c1ccccn1	-7	0.3	10
CN(C)C(=O)Oc1cccc([N+](C)(C)C)c1	-14&-8	-0.1	6&9
N#Cc1cnn2cc(-c3ncc(C(F)(F)F)cc3Cl)cnc12	-3	-0.9	13
CCc1ccccc1NS(=O)(=O)Cc1ccccc1	-15	-0.7	-1
Cc1ccc(CSCC(N)C(=O)O)cc1 (stereo not given)	-17	2.9	12
COc1cccc(/C=C2/SC(=S)N(CCC(=O)N3CCOCC3)C2=O)c1	-14	-2.1	6
O=C(OCC(=O)N1CCCC1)c1cc(=O)c2ccccc2o1	11	0.0	15
COc1cccc(C(=O)NC2CC3CCCC(C2)N3S(=O)(=O)c2ccccc2)c1 (stereo not given)	-21	-0.3	45
OCCCn1c(C2CCCN2c2nc(-c3ccc(F)cc3)cs2)nc2cc(Cl)c(Cl)cc21 (stereo not given)	-16	-0.6	18
Cc1ccc(C)c(S(=O)(=O)N2CCN(C(=O)Cc3c(F)cccc3Cl)CC2)c1	-42	-0.3	6
CC(OC(=O)Cn1cnc2c1c(=O)n(C)c(=O)n2C)C(=O)c1ccccc1 (stereo not given)	-12	-1.3	6
CC(=O)c1ccc(C(=O)NC2CCCN(Cc3ccccc3F)C2)cc1 (stereo not given)	-31	-0.4	9
CC(=O)N1Cc2ccccc2CC1C(=O)O (stereo not given)	-4	-1.1	3
O=C(O)c1ccc(OCc2occc2C(=O)O)cc1	-3	-2.1	12
O=C(NCc1ccccn1)Nc1cccc(Cl)c1Cl	-12	-0.8	15
CN(C)c1ccc(C(=O)N/N=C/c2ccccn2)cc1	-13	0.5	8
CN(C)C(=O)c1nc2ccc(Cl)cn2c1CN1CCN(c2ncccn2)CC1	-8	1.2	23
O=C(NNC(=O)c1ccc(Cl)cc1Cl)c1ccncc1	-8	-0.4	2
COC(=O)C1=CN(Cc2cccs2)C=C(C(=O)OC)C1c1cccc(OC)c1OC	-19	1.9	5
Cc1cc(Cl)ccc1C(=O)C1CCCN(C(=O)CCn2cnnn2)C1 (stereo not given)	-17	-1.6	35
Cc1ccccc1Nc1nn2c(=O)c3ccccc3nc2s1	-28	-0.7	31
Cc1ccccc1NC(=O)Cc1nc(CSc2nnc(-c3ccc4c(c3)OCO4)o2)cs1	-8	-0.2	35
COc1ccc(CNC(=O)c2c(F)c(F)c(F)c(F)c2F)cc1	-14	0.2	0
COc1ccccc1CNC(=O)COC(=O)c1ccc(Cl)nc1	-29	-0.8	9
COc1cc2c(C#CCCO)c(-c3ccsc3)oc(=O)c2cc1OC	-6	0.1	61*
O=C(Nc1cc(C(F)(F)F)ccc1Cl)C(NCc1ccccc1)c1ccccc1 (stereo not given)	-33	-0.7	10
COCC(C)OC(=O)/C(C#N)=C\c1coc2ccc(C)cc2c1=O (stereo not given)	-10	-6.0	5
Cc1cc(=O)[nH]c(N/N=C/c2ccc(-c3ccc(F)cc3)o2)n1	-17	0.1	14
CCN(C(=O)Cn1nc(C)n2c(cc3cc(C)ccc32)c1=O)c1ccccc1	-26	-2.5	37
CC(C)=CCCC(C)CN(C)CCc1ccccn1 (stereo not given)	-6	-0.4	13
COc1ccc(CCNC(=O)CSc2nnc(CNC(=O)c3c(F)cccc3Cl)o2)cc1OC	-18	-2.2	2
COc1cc(-c2cc(C(=O)Nc3c(Cl)cc(Cl)cc3Cl)c3ccccc3n2)cc(OC)c1OC	-20	-1.8	21
[O-][n+]1c2ccc3nonc3c2nn1-c1ccccc1Cl	-9	0.1	36
O=C(NCCc1ccccc1)C1CCN(S(=O)(=O)N2CCCCC2)CC1	3	-1.3	4
N#C/C(=C\c1ccc(O)c(O)c1)C(=O)Nc1ccccc1	8	3.7	10
CCOc1ccc(CCNC(=O)COC(=O)CSc2ccccc2C)cc1OCC	-39	-0.7	49
Cc1nn(Cc2c(F)c(F)c(F)c(F)c2F)c(C)c1NC(=O)c1c([N+](=O)[O-])c(C)nn1C	-11	-0.1	8
CC(C)CCCC(C)NS(=O)(=O)Cc1ccccc1 (stereo not given)	-22	-1.4	20
COc1ccccc1NC=C1C(=O)OC2(CCCCC2)OC1=O	-31	1.5	10
NC1=NC[C@H](Cc2ccc(O)cc2)N1CCc1cc(C(F)(F)F)cc(C(F)(F)F)c1	-2	-1.4	3
CCOC(=O)c1ccc(NC(=O)CSc2nnc(-c3cccs3)n2C)cc1	-32	-0.4	32
COCCNC(=O)C(=O)N/N=C/c1ccccc1C(F)(F)F	-2	-1.4	15
CCCCn1c(O)c(/C=C2\C=Nc3ccccc32)c(=O)[nH]c1=O	-6	-0.1	15
Cc1ccc(-n2nnnc2-c2ccco2)cc1	-9	0.0	22
O=C(N/N=C/C=C\c1ccc([N+](=O)[O-])cc1)c1cccnc1	-7	-0.4	23
CCOc1ccccc1-c1cc(C(=O)N/N=C/c2cccnc2)c2ccccc2n1	-32	-1.9	10
CCOc1ccc(C(C)=O)cc1COC(=O)C1=COCCO1	-10	-0.6	12
Cc1ccc(S(=O)(=O)N(C)C)cc1NC(=O)C(C)OC(=O)c1ccc2c(c1)OCCO2 (stereo not given)	-19	0.0	11
O=C(Nc1cccnc1Cl)c1noc2c1CCc1ccccc1-2	-23	0.6	11
CC(=O)c1c(C)[nH]c(C(=O)COC(=O)COc2ccccc2)c1C	-12	0.1	3
Cc1cc(C)c2c(n1)SCC(=O)N2CC(=O)Nc1ccc(C)c(C)c1	9	.	15
COc1ccc(C(=O)N/N=C/c2ccc(OC)c(CN3CCCc4ccccc43)c2)cc1	-32	-0.6	24
COc1cc2cc(-c3ccc(O)cc3O)nc(C)c2cc1OC	-8	1.9	20
O=C(Cn1cnc2ccccc21)Nc1cccc([N+](=O)[O-])c1	-5	-0.5	14
COCCCNC(=O)C(Cc1ccccc1)NS(=O)(=O)c1ccc2c(c1)c(=O)n(C)c(=O)n2C (stereo not given)	-28	-1.6	8
CN(C(=O)COC(=O)Cn1cnc2c1c(=O)n(C)c(=O)n2C)C1(C#N)CCCCC1	8	0.1	2
CCCCc1ccc(NC(=O)Nc2cnccn2)cc1	-20	-0.1	22
Cc1ccc2c(Cl)cc(Cl)c(OCC(=O)OCC(=O)Nc3ccc(C#N)cc3)c2n1	-4	-1.1	2
Next part:
SMILES	OX1R antag-1	STK33 inh	OX1R antag-2
O=[N+]([O-])c1ccc(N2CCN(CCOc3nonc3-c3ccccc3)CC2)c(Cl)c1	-12	-1.0	11
COc1ccc(C(=O)N/C(=C\c2ccc3c(c2)OCO3)C(=O)NCCc2nc3ccccc3[nH]2)cc1	-6	0.4	6
O=C(Nc1ccc2nc3n(c(=O)c2c1)CCCCC3)c1ccccn1	-14	2.2	19
COc1ccc(NC(=O)NCCC2=CCCCC2)cc1	-16	0.4	15
CCOC(=O)Nc1ccc2c(COC(=O)C(NS(=O)(=O)c3ccc(Cl)cc3)C(C)O)cc(=O)oc2c1 (stereo not given)	24	0.0	5
CC1Sc2ccc(S(=O)(=O)CCC(=O)N(C)Cc3ccccc3)cc2NC1=O (stereo not given)	-28	-0.2	7
CC(C)=NNC(=O)C1=NNC(=O)C1	-16	-0.8	11
CC(=O)c1ccc(OCCCC(=O)OCC(=O)Nc2c(C)nn(-c3ccccc3)c2C)cc1	-13	-0.7	2
COc1ccc(C(=O)c2c3ccccc3[n+]([O-])n2CCCN)cc1	-4	0.9	33
Cc1ccccc1OCC(=O)O/N=C(\N)c1ccncc1	11	-1.5	18
CCOc1ccc(/C=N/NC(=O)Cc2cccs2)cc1	7	-1.7	0
CCC(Sc1nc2ncccc2[nH]1)C(=O)NC1CCC(C)CC1 (stereo not given)	-26	0.3	6
CCCCCCc1cc2cc(S(=O)(=O)c3ccc(C)cc3)c(=O)oc2cc1O	-12	-0.9	20
CCc1ccc(OCC(=O)NCCN(C)C)c(Br)c1	-23	-2.1	3
O=[N+]([O-])c1ccc2[nH]c(O)c(N=NC(=S)Nc3cccnc3)c2c1	-4	0.0	21
O=C(Cc1cn2ccsc2n1)NCCc1ccc(F)cc1	-14	-1.4	13
CCOCCCN1CN(Cc2ccccc2)CNC1=S	-4	0.0	11
Cc1ccc2nc(-c3cccc(N)c3)oc2c1	1	-2.4	17
COc1cccc(-c2cc(C(F)(F)F)nc(NCc3ccco3)n2)c1	-34	-0.1	27
CCc1cc2c(SCC(=O)Nc3ccc(NC(C)=O)cc3)ncnc2s1	-40	-0.2	8
Cc1nnc(SCC(=O)N(C)CC(=O)Nc2ccccc2Cl)s1	-3	-2.3	13
C=CCOc1ccc(CN(C)CC(=O)N(CC(C)C)c2c(N)n(CC(C)C)c(=O)[nH]c2=O)cc1	-9	-0.5	13
CCC(=N\NC(=O)COc1ccccc1OC)/C(CC)=N/NC(=O)COc1ccccc1OC	-20	-0.3	1
Cc1ccc(C)c2[nH]c(=O)c(CN(Cc3nnnn3C3CCCCC3)CC3CCCO3)cc12 (stereo not given)	-40	-0.7	11

Of the compounds above, these contain an aryl thioether with sulfur outside any ring.
SMILES	OX1R antag-1	STK33 inh	OX1R antag-2
C=CCn1c(SCC(=O)NCC(=O)OCC)nnc1-c1ccccn1	-7	0.3	10
Cc1ccccc1NC(=O)Cc1nc(CSc2nnc(-c3ccc4c(c3)OCO4)o2)cs1	-8	-0.2	35
COc1ccc(CCNC(=O)CSc2nnc(CNC(=O)c3c(F)cccc3Cl)o2)cc1OC	-18	-2.2	2
CCOc1ccc(CCNC(=O)COC(=O)CSc2ccccc2C)cc1OCC	-39	-0.7	49
CCOC(=O)c1ccc(NC(=O)CSc2nnc(-c3cccs3)n2C)cc1	-32	-0.4	32
CCC(Sc1nc2ncccc2[nH]1)C(=O)NC1CCC(C)CC1 (stereo not given)	-26	0.3	6
CCc1cc2c(SCC(=O)Nc3ccc(NC(C)=O)cc3)ncnc2s1	-40	-0.2	8
Cc1nnc(SCC(=O)N(C)CC(=O)Nc2ccccc2Cl)s1	-3	-2.3	13

Some of these compounds in order of molecular weight, high to low:
SMILES	OX1R antag-1	STK33 inh	OX1R antag-2
Cc1nnc(SCC(=O)N(C)CC(=O)Nc2ccccc2Cl)s1	-3	-2.3	13
O=[N+]([O-])c1ccc2[nH]c(O)c(N=NC(=S)Nc3cccnc3)c2c1	-4	0.0	21
CCc1ccc(OCC(=O)NCCN(C)C)c(Br)c1	-23	-2.1	3

Next part:
SMILES	OX1R antag-1	STK33 inh	OX1R antag-2
O=C(O)c1cc(-c2cccnc2)nc2ccc(Br)cc12	-4	0.4	-6
Cc1ccc(C(=O)Nc2nc3c(s2)CCCC3)o1	-24	1.2	21
Nc1nonc1-n1nnc(C(=O)N/N=C/c2ccc(OCc3ccccc3)cc2)c1CNc1ccccc1	0	-3.0	18
Cn1ncc(N=Cc2c(O)ccc3ccccc23)c1C(=O)N1CCOCC1	-16	-1.0	24
Cc1c(C(=O)N2CCOCC2)[nH]c2c1C(=O)CC(c1ccc(Cl)cc1)C2 (stereo not given)	-10	1.5	-1
O=C(NNC(=O)C12CC3CC(CC(C3)C1)C2)c1ccco1	-7	0.3	12
Cc1cc(C(N)=O)c2ccccc2n1	2	1.1	19
CCC1=Nc2cc(C(=O)NCCCN3CCN(C)CC3)ccc2Sc2ccccc21	-29	-1.1	0
COc1cc2c3nnc(-c4ccc(F)cc4)c-3cn(Cc3ccccc3)c2cc1OC	-21	-1.3	7
COc1ccc(C(=O)NNC(=O)Cc2ccc([N+](=O)[O-])cc2)cc1	-4	0.1	35
COc1ccc(CNC(=O)COC(=O)c2n[nH]c3ccccc23)cc1	-9	0.0	27
O=C(C1=C[C@H](c2ccc(C(F)(F)F)cc2)C[C@H](OCCCCO)O1)N1CCOCC1	-2	-0.8	41
Fc1ccc(N2Cc3ccsc3C=N2)cc1	-14	-0.9	16
O=C(C[n+]1cc(-c2ccc(Cl)cc2)n2c1CCC2)Nc1nc(-c2ccc(F)cc2)cs1	-9	0.8	5
COc1ccc(/C=N/NC(=O)C2C3CCCCC32)cc1OC (stereo not given)	-28	-0.6	21
O=C(O)CSCC(=O)Nc1ccccc1	5	-0.8	2
Cc1ccc(NC(=O)C2CC(=O)N(C(C)C)C2)cc1Cl (stereo not given)	1	-1.4	12
O=C(NCc1ccccc1)c1nncc(-c2ccccc2)n1	-28	-0.6	18
O=S(=O)(CCN1CCN(c2ccccn2)CC1)c1ccc(F)cc1	-19	-1.9	6
CC(C)NC(=O)c1nn(C)c2ccccc12	-5	-0.2	24
COc1ccc(CCNC(=O)C(=O)c2c(C)[nH]c3ccccc23)cc1	-8	0.6	28
CCCn1c(N)c(N(CCOC)C(=O)c2cc3ccccc3cc2OC)c(=O)[nH]c1=O	-8	0.8	1
CCOC(=O)c1c(C)n(CC(O)CN(C)C)c2cc(Br)c(OC)cc12 (stereo not given)	-17	4.9	7
CC(C)(C)c1nnc(NC(=O)NS(=O)(=O)c2ccccc2)s1	1	-3.1	-2

Entries of single compounds as entered above:
Cc1ccc(NC(=O)C2CC(=O)N(C(C)C)C2)cc1Cl (stereo not given) as listed: OX1R antag-1: 1; STK33 inh: -1.4; OX1R antag-2: 12
O=C(NCc1ccccc1)c1nncc(-c2ccccc2)n1 as listed: OX1R antag-1: -28; STK33 inh: -0.6; OX1R antag-2: 18

Next part
SMILES	OX1R antag-1	STK33 inh	OX1R antag-2
Nc1c(C(=O)c2ccccc2)sc(Nc2ccccc2)c1S(=O)(=O)c1ccccc1	-19	0.4	26
C/C(=N\NC(=O)c1ccc2c(c1)OCO2)c1cccnc1	-13	-0.1	14
O=C(CCCc1ccccc1)Nc1cccc([N+](=O)[O-])c1	-25	4.8	16
CCOc1ccc2nc(-c3ccc(OC)c(OC)c3)cc(C(=O)O)c2c1	0	-0.3	22
